# ZTA DNA inh = blocks Epstein-Barr virus ZTA, an EBNA-1 counter-screen. ZTA-DNA binding, fluorescence polarization. inhibition, % at 11 µM. hit rate 0.15% among 320,000. AID 2234; in the data active = inhibition above about 33%
# Target sequence (P03206 whole entry, looked up): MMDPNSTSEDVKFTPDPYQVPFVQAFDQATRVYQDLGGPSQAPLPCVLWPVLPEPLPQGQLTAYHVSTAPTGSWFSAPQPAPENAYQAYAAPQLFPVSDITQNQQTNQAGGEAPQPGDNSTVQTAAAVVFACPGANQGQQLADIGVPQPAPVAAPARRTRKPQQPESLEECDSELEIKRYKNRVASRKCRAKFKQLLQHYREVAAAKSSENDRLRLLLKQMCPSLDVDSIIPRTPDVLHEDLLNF
# Fam108B inh = Fam108B inhibition, counter-screen for RBBP9 inhibitors; recombinant Fam108B, FP-Rh probe fluorescence polarization; inhibition, % at 9.51 µM; hit rate 0.33% among 300,000; AID 1947;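 active = inhibition above the screen mean inhibition plus 3 SD, computed separately per campaign, cut at about 18% in these data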;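 also: inhibitors lower polarization as less probe binds the enzyme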
# EBNA-1 inhibitor = blocks EBNA-1 binding to DNA; hit rate 0.34% among 300,000; EBNA-1 DNA binding, fluorescence polarization; inhibition, % at 14.8 µM; in the data active = inhibition above about 28%
# GLD-1 RNA inh = GLD-1-TGE RNA interaction inhibition (C. elegans) | Q17339 | purified GLD-1 + fluorescein TGE RNA, fluorescence polarization | inhibition, % at 5.96 µM | hit rate 0.44% among 320,000;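 active = percent inhibition above a per-plate cutoff, the plate mean of test compounds plus 3 SD, cut at about 30% in these data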;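 also: 0% = DMSO wells with GLD-1 and probe and 100% = wells lacking GLD-1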
# CR mimetic SO = yeast age-related superoxide inhibition as caloric restriction mimetic; S. cerevisiae aged cells, superoxide DHE fluorescence; hits give low values; superoxide response (% of plate mean), % at 10 µM; hit rate 0.18% among 330,000;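 active = superoxide response under a set limit, about three screen SD below normal, cut at about 65% in these data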;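 also: yeast aged for seven days with compound at 30 °C before DHE staining; 100% = average MFI of all compound-treated wells on the plate with controls excluded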
# MEX-5 binding = C. elegans MEX-5 TCR-2 RNA binding activity | Q9XUB2 | MEX-5/FITC-TCR2 RNA binding, fluorescence polarization; hits give low values | activity score (negative = inhibition of binding), % at 10 µM | hit rate 0.38% among 300,000 | AID 1832;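 active = inhibition past about -25% in most replicates, and total fluorescence under double the plate's negative control median, limit read from the data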;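 also: 0% = DMSO and -100% = 5 µM competing unlabeled TCR2 RNA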
# Target sequence (Q9XUB2 whole entry, looked up): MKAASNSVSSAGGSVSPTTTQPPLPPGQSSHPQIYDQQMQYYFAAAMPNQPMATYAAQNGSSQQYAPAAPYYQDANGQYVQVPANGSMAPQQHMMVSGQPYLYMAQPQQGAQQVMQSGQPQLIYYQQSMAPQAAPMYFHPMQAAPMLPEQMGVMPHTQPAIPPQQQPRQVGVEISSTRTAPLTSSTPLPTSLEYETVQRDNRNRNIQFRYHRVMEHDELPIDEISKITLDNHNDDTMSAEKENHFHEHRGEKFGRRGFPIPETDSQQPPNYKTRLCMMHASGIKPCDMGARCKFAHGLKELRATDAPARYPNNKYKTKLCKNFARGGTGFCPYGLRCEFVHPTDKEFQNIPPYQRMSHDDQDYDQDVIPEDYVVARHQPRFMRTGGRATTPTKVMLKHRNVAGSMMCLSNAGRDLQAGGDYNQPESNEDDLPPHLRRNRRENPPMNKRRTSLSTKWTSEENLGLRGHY
# Efflux pump mplx = inhibitors of Candida antifungal efflux pumps expressed in yeast; S. cerevisiae Candida pump triplex, Nile Red efflux; inhibition, % at 10 µM; hit rate 0.44% among 330,000; AID 485275;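 active = plate passing quality check with inhibition over a set limit, or well fluorescence over plate mean plus 4 SD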;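 also: Nile Red retained in pooled yeast measured as flow cytometry median fluorescence; 0% = buffer negative control and 100% = Enniatin B positive control; higher means more Nile Red kept so more efflux inhibition; some compounds called inactive have numbers as strong as hits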
# MCL1-BIM inh = MCL1-BIM-BH3 interaction inhibition (human); GST-MCL1 / FITC-Bim-BH3 fluorescence polarization; inhibition, % at 10.9 µM; hit rate 0.68% among 320,000;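 active = inhibition above the mean inhibition of all tested compounds plus 3 SD, set per campaign, cut at about 40% in these data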;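 also: 0% = DMSO wells and 100% = unlabeled Bim-BH3 peptide control; higher means more loss of mP so more displacement of Bim peptide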
# BCLXL inh = inhibitors of human Bcl-xL; GST-Bcl-xL / FITC-Bim BH3 peptide fluorescence polarization; inhibition, % at 10.9 µM; AID 2129; hit rate 0.7% among 320,000;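 active = inhibition above the mean of all tested compounds plus 3 SD, cutoff set per campaign, cut at about 30% in these data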;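 also: 0% = DMSO wells and 100% = unlabeled Bim-BH3 peptide competitor; inhibitors lower millipolarization by displacing the labeled peptide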
# Numbers without * were called inactive; / = not tested or not shown.
# Screens by letter – A = ZTA DNA inh; B = Fam108B inh; C = EBNA-1 inhibitor; D = GLD-1 RNA inh; E = CR mimetic SO; F = MEX-5 binding; G = Efflux pump mplx; H = MCL1-BIM inh; I = BCLXL inh
1) CC(C)Cn1nc(NC(=O)C2CCCO2)c2cc3ccccc3nc21 (configuration not stated)
  A: -8; B: 4; C: -3; D: 0; E: 103; F: -2.2; G: 0.0; H: 1; I: 0
2) Cc1ccc(NC(=O)CCC(=O)c2ccc(Br)cc2)cc1
  A: -2; B: -1; C: 7; D: 1; E: 92; F: -0.2; G: -0.1; H: -6; I: -3
3) Cc1ccccc1N1C(=O)c2ccccc2C1Nc1cccnc1 (configuration not stated)
  A: 6; B: -5; C: 6; D: -1; E: 83; F: -0.6; G: -0.1; H: 0; I: 0
4) CCOC(=O)C1(CCCCCCOc2ccc(Cl)cc2)CO1 (configuration not stated)
  A: 0; B: -3; C: -1; D: 1; E: 101; F: -0.5; G: 0.0; H: 9; I: 6
5) CC1CC(C)CN(C(=O)c2ccc(Br)c(S(=O)(=O)N3CCOCC3)c2)C1 (configuration not stated)
  A: -11; B: /; C: /; D: 2; E: 79; F: /; G: -0.1; H: 1; I: -1
6) COc1cc(C=O)c(Br)cc1OCC(=O)NCc1ccccc1
  A: -9; B: 1; C: -2; D: -6; E: 110; F: -1.4; G: 0.0; H: -3; I: -4
7) O=C(/C=C/c1ccco1)N/C(=C\c1ccco1)C(=O)NCCc1nc2ccccc2[nH]1
  A: 6; B: -7; C: -4; D: 1; E: 103; F: -0.8; G: 0.2; H: 6; I: 2
8) Cc1ccccc1NC(=O)CN(C)S(=O)(=O)c1cccs1
  A: -1; B: 2; C: -12; D: 0; E: 103; F: 0.2; G: 0.1; H: -1; I: 3
9) COc1cc(/C=N/N=C2/C(=O)Nc3ccccc32)ccc1O
  A: 5; B: 1; C: -6; D: 4; E: 109; F: -9.2; G: 0.0; H: 3; I: 1
10) CCOC(=O)c1csc(-c2sccc2Br)n1
  A: 7; B: -1; C: 2; D: 1; E: 103; F: -1.5; G: 0.1; H: -9; I: -2
11) COc1ccc(C(=O)NCC(=O)N/N=C/c2cccc(OC(=O)c3ccco3)c2)cc1OC
  A: 2; B: 4; C: -7; D: 4; E: 108; F: -0.6; G: 0.1; H: 2; I: 0
12) Cc1ccccc1OC(C)C(=O)Nc1cccnc1 (configuration not stated)
  A: -12; B: 1; C: 7; D: 13; E: 102; F: 0.6; G: -0.6; H: 17; I: 15
13) CO/N=C/c1cn(-c2ccc(Cl)cc2)nn1
  A: -17; B: -1; C: -1; D: 1; E: 94; F: -0.4; G: -0.1; H: -6; I: 1
14) CNC(=O)c1[nH]cnc1C(=O)NCC(=O)OCc1ccccc1
  A: 2; B: -1; C: 5; D: -1; E: 104; F: 1.5; G: -0.1; H: 3; I: 2
15) CC(C)OC(=O)CC12CN(C)CC(CC(=O)OC(C)C)(CN(C)C1)C2=O
  A: -23; B: 0; C: 3; D: 7; E: 95; F: 2.5; G: 0.2; H: -5; I: -1

# Rewritten with bars between the fields: nine of the compounds above
no. | SMILES | ZTA DNA inh | Fam108B inh | EBNA-1 inhibitor | GLD-1 RNA inh | CR mimetic SO | MEX-5 binding | Efflux pump mplx | MCL1-BIM inh | BCLXL inh
7 | O=C(/C=C/c1ccco1)N/C(=C\c1ccco1)C(=O)NCCc1nc2ccccc2[nH]1 | 6 | -7 | -4 | 1 | 103 | -0.8 | 0.2 | 6 | 2
8 | Cc1ccccc1NC(=O)CN(C)S(=O)(=O)c1cccs1 | -1 | 2 | -12 | 0 | 103 | 0.2 | 0.1 | -1 | 3
9 | COc1cc(/C=N/N=C2/C(=O)Nc3ccccc32)ccc1O | 5 | 1 | -6 | 4 | 109 | -9.2 | 0.0 | 3 | 1
10 | CCOC(=O)c1csc(-c2sccc2Br)n1 | 7 | -1 | 2 | 1 | 103 | -1.5 | 0.1 | -9 | -2
11 | COc1ccc(C(=O)NCC(=O)N/N=C/c2cccc(OC(=O)c3ccco3)c2)cc1OC | 2 | 4 | -7 | 4 | 108 | -0.6 | 0.1 | 2 | 0
12 | Cc1ccccc1OC(C)C(=O)Nc1cccnc1 (configuration not stated) | -12 | 1 | 7 | 13 | 102 | 0.6 | -0.6 | 17 | 15
13 | CO/N=C/c1cn(-c2ccc(Cl)cc2)nn1 | -17 | -1 | -1 | 1 | 94 | -0.4 | -0.1 | -6 | 1
14 | CNC(=O)c1[nH]cnc1C(=O)NCC(=O)OCc1ccccc1 | 2 | -1 | 5 | -1 | 104 | 1.5 | -0.1 | 3 | 2
15 | CC(C)OC(=O)CC12CN(C)CC(CC(=O)OC(C)C)(CN(C)C1)C2=O | -23 | 0 | 3 | 7 | 95 | 2.5 | 0.2 | -5 | -1

# The results go on.
# Screens by letter – A = ZTA DNA inh; B = Fam108B inh; C = EBNA-1 inhibitor; D = GLD-1 RNA inh; E = CR mimetic SO; F = MEX-5 binding; G = Efflux pump mplx; H = MCL1-BIM inh; I = BCLXL inh
16) Cc1ccc(NC(=S)N/N=C/c2c(Cl)cccc2Cl)c(C)c1
  A: 10; B: -14; C: 5; D: -4; E: 87; F: -0.4; G: -0.3; H: 3; I: -2
17) COc1ccc(-c2nn(CC(=O)N3CCCCC3)c(=O)c3ccccc23)cc1
  A: -6; B: 1; C: 5; D: 1; E: 111; F: 1.8; G: -0.1; H: 1; I: 9
18) O=C(NNC(=O)c1ccc(NC(=O)c2ccccc2)cc1)c1ccc(F)cc1
  A: 5; B: 0; C: 67*; D: 3; E: 104; F: 1.6; G: -0.2; H: -3; I: 2
19) CC(=O)Nc1ccc(-c2nn[nH]n2)cc1Cl
  A: -8; B: 1; C: 3; D: -5; E: 91; F: -1.2; G: 0.0; H: -2; I: 2
20) CN(C)c1ccc(C=C2C(=O)OC(C)(C(C)(C)C)OC2=O)cc1 (configuration not stated)
  A: 8; B: -1; C: 0; D: -14; E: 84; F: -7.0; G: 0.1; H: -13; I: -15
21) CC(=O)Nc1cc2c(cc1NC(=O)Cn1nc(-c3ccccc3F)ccc1=O)OCCO2
  A: -26; B: 12; C: 0; D: 1; E: 62*; F: -3.7; G: 0.0; H: 1; I: 2
22) Cc1cc(C)n2nc(SCC#N)nc2n1
  A: 1; B: -3; C: 10; D: 8; E: 107; F: 1.8; G: 0.2; H: -3; I: -2
23) COc1cccc(CNC(=O)c2ccc(S(=O)(=O)N3CCCC3)cc2)c1
  A: -2; B: 2; C: -9; D: 6; E: 100; F: -0.7; G: -0.1; H: 4; I: 0
24) COc1ccc(CCNC(=O)Cn2c(=O)n(-c3cc(F)ccc3F)c(=O)c3sccc32)cc1OC
  A: -20; B: 0; C: 6; D: 6; E: 88; F: -4.2; G: -0.1; H: 1; I: 8
25) CCN(CC(=O)Nc1c(F)cccc1F)C(=O)CN(C)S(=O)(=O)c1ccc(F)cc1
  A: -1; B: -1; C: 1; D: 6; E: 87; F: -0.4; G: -0.1; H: -8; I: -6
26) CCN1C(=O)N[C@@H](c2cccc(F)c2)C(C(C)=O)=C1C
  A: -8; B: 4; C: 11; D: 4; E: 94; F: 0.6; G: -0.1; H: 1; I: -4
27) CCOC(=O)N1CCN(C(=O)CN(Cc2ccccc2)S(=O)(=O)c2ccc(OC)c(C)c2)CC1
  A: -3; B: 2; C: -4; D: 0; E: 94; F: 1.2; G: 0.1; H: -2; I: 3
28) Cc1ccccc1N(CC(=O)N1CCN(c2ccccc2)CC1)S(C)(=O)=O
  A: 5; B: 3; C: 12; D: 0; E: 80; F: 0.4; G: 0.0; H: 7; I: 2

# Screening results as filed in PubChem BioAssay.
